Screening data from PubChem.
TIM10 inh: TIM10 yeast growth inhibition; S. cerevisiae TIM10 strain growth, BacTiter-Glo luminescence, 24 h; inhibition, % at 10 µM; actives 1.4% (n = 330,000); AID 463195;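 active = inhibition of 40% or more at the single tested concentration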;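 note: wild-type TIM10 isogenic control strain grown at permissive 25 °C; 0% = DMSO yeast wells and 100% = minimal medium wells without yeast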
tim10-1 inh: tim10-1 yeast growth inhibition | actives 2.2% (n = 330,000) | inhibition, % at 20 µM | S. cerevisiae tim10-1 ts strain growth, BacTiter-Glo, 24 h;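 active = inhibition of at least 40%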;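 note: mutant grown at 25 °C; 0% = DMSO wells with yeast and 100% = wells holding no yeast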
UPR XBP1 act: adaptive UPR (XBP1) activation. CHO-XBP1 luciferase reporter, IRE1-XBP1 UPR activation, luminescence; percent of tunicamycin response, DMSO as zero. actives 0.33% (n = 330,000). activation, % at 20 µM;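 active = versus positive control, 20 µM dose yields 30% or more activation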;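 note: 100% = tunicamycin at 10 µg/mL and 0% = DMSO only wells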
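Material: CHO cell line with stable XBP1 luciferase reporter; buffer or medium: F12 medium containing 10% fetal bovine serum; compound: single point, 20 µM final compound, 1% DMSO; incubation: 6 h treatment, 37 °C; measured by: glow luminescence from Steady-Glo reagent; evaluation: activation, % of tunicamycin; control set: tunicamycin high, DMSO low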
CXCR6 block: inhibitors of human CXCR6 receptor. O00574. CHO-K1 PathHunter CXCR6 beta-arrestin, luminescence. inhibition, % at 20 µM. actives 0.36% (n = 360,000). AID 602244; in the data active = inhibition above about 34%, passing the limit was not always enough;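 note: antagonist mode with CXCL16 agonist at 10 nM final; 0% = 10 nM CXCL16 with DMSO and 100% = unstimulated wells without agonist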
CHOP UPR activ: activators of apoptotic arm of unfolded protein response (CHOP); actives 0.34% (n = 330,000); activation, % at 10 µM; CHO-CHOP luciferase reporter, UPR activation, luminescence; percent of tunicamycin response over DMSO baseline; AID 449763;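 active = at 10 µM dose, activation of 40% or more, normalized to positive control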;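 note: 100% = tunicamycin at 10 µg/mL and 0% = DMSO alone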
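Test system: CHO-CHOP cells, stable luciferase reporter of PERK-eIF2a-CHOP signalling | Quantity: 500 CHO-CHOP cells per well | Buffer or medium: F12 plus 10% serum | Compound dosing: 10 µM single point, 0.5% DMSO | Schedule: 6 h compound treatment, 37 °C | Signal: Luciferase luminescence | Control set: Tunicamycin high control, DMSO low control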
APJ ag: agonists of human APJ apelin receptor; P35414; CHO-K1 APJ PathHunter beta-arrestin, luminescence; 0% DMSO wells, 100% apelin; activation, % at 20 µM; actives 0.11% (n = 330,000);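 active = activation more than six SD over the plate average, tested at 20 µM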;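 note: 0% = DMSO alone and 100% = apelin-13 at 10 nM; some results filed as inactive read as strong as hits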
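assay system = CHO-K1 APJ beta-arrestin complementation cell line | input = cell density 1000 per well | dosing = compound 20 µM once, DMSO 1% | timing = compound 90 min 25 °C, reagent 1 h | measured by = luminescence from split beta-galactosidase complementation, Galacton Star/Emerald II substrate | read-out basis = APJ agonist activity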
tim23-1 inh: tim23-1 yeast growth inhibition; S. cerevisiae tim23-1 growth, BacTiter-Glo luminescence, 24 h; inhibition, % at 20 µM; actives 1.3% (n = 330,000); AID 463212;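 active = growth inhibition of the mutant yeast at or above 50%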;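 note: temperature-sensitive mutant grown at 25 °C; plate controls were DMSO-treated mutant yeast for no effect and medium wells lacking yeast for full effect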
APJ antagonist: antagonists of human APJ apelin receptor. P35414. inhibition, % at 20 µM. actives 0.32% (n = 330,000). CHO-K1 APJ beta-arrestin complementation, luminescence. AID 2521;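 active = inhibition above about 40% at 20 µM, limit read from the data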;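 note: cells challenged with 10 nM apelin-13 agonist together with compound; plate controls were apelin-13 plus DMSO wells for no effect and DMSO wells lacking apelin-13 for full effect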
Mdm2-MdmX inh: human Mdm2/MdmX binding inhibition; O15151+Q00987; inhibition, % at 8 µM; actives 3% (n = 330,000); SaOS-2 split-luciferase Mdm2/MdmX complementation, luminescence; AID 485346;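 active = inhibition of at least 50% at 8 µM in the primary screen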
Target sequence (O15151 whole entry, looked up): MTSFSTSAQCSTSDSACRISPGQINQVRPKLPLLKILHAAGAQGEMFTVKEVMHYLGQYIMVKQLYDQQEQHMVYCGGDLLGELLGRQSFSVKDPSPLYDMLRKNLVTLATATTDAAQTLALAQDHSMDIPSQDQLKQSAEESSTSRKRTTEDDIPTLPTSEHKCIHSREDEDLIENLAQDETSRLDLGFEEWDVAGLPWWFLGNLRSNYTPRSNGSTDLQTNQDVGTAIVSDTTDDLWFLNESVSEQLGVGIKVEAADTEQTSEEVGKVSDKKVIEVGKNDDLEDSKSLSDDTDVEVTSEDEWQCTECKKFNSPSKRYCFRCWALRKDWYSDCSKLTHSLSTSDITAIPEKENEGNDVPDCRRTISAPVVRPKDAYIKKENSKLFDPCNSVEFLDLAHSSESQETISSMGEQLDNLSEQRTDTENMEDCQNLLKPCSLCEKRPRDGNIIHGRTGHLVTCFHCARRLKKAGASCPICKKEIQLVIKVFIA
Target sequence (Q00987 whole entry, looked up): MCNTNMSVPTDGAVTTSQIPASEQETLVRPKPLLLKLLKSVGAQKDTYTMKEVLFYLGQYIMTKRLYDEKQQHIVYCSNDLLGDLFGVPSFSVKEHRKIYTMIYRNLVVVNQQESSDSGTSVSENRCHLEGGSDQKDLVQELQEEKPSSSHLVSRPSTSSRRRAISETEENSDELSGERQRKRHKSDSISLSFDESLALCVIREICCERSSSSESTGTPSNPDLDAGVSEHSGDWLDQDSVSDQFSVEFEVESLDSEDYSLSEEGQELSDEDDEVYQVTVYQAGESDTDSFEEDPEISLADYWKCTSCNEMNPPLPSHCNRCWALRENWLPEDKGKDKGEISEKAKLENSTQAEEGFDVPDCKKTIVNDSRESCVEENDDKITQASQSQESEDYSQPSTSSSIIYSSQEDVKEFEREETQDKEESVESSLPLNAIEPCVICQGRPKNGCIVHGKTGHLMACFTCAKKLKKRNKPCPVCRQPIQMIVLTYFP
An asterisk follows results filed as active; nt = no result given. Some of the compounds tested; the hit share may differ from the screen's.

Compound | Mdm2-MdmX inh | APJ ag | TIM10 inh | CXCR6 block | CHOP UPR activ | UPR XBP1 act | APJ antagonist | tim10-1 inh | tim23-1 inh
O=C(O)CCc1nn2c3ccccc3nc2n(CCN2CCCCC2)c1=O | 0 | -3 | 7 | 5 | -3.7 | 2 | 8 | 7 | 6
O=C(CCN1C(=O)/C(=C/c2ccccc2Cl)SC1=S)Nc1ccccn1 | 14 | -1 | 13 | -4 | 1.0 | 0 | -12 | 17 | 34
Cc1ccsc1-c1ccnc(-n2cccc2)n1 | 5 | -3 | 6 | -9 | 2.4 | 2 | 23 | -4 | 13
C=C1CCC[C@]2(C)C[C@H]3OC(=O)C(CN4CCCCC4CO)[C@H]3CC12 (stereo partly drawn) | 66* | 2 | 26 | -2 | 2.0 | -8 | -21 | 48* | 46
COc1ccc(C2=NN(C(=O)CSc3nc4ncc(Cl)cc4[nH]3)C(c3ccco3)C2)cc1 (stereo not drawn) | 12 | 0 | 25 | 6 | 0.4 | 0 | 11 | 30 | 36
CCOc1cc(C(=O)NCC(=O)N2CCC3(CC2)NCCc2[nH]cnc23)cc(OCC)c1OCC | 24 | -5 | -3 | 5 | -0.5 | -4 | 25 | 4 | -10
CN(C)c1ccc(C(C(=O)NCC2CCCO2)N(C(=O)c2snc(C(N)=O)c2N)c2ccccc2)cc1 (stereo not drawn) | 16 | 2 | 11 | -3 | 1.5 | -1 | 2 | -13 | -4
COc1ccc(NC(=O)C2C3C=CC4(O3)C2C(=O)N(CCN2CCCCC2)C4C(=O)NC2CCCCC2)cc1 (stereo not drawn) | 9 | -3 | 7 | -1 | 1.8 | 0 | 10 | 13 | -5
CCN(CC)C(=O)CN(c1cc(Cl)ccc1OC)S(=O)(=O)c1ccc(C)c([N+](=O)[O-])c1 | -1 | -4 | 24 | 10 | 0.0 | -3 | 20 | 34 | 15
CCOc1ccccc1N1C(=O)CC(N(O)c2ccccc2)C1=O (stereo not drawn) | 8 | 0 | -3 | 4 | 7.3 | 5 | -76 | 6 | 15
COc1cc(Cl)c(S(=O)(=O)NCc2cccnc2)cc1Cl | 0 | -1 | 2 | -2 | -1.1 | -1 | 7 | -2 | 16
CN(C)C(CNC(=O)c1ccc(Br)cc1)c1ccco1 (stereo not drawn) | 7 | -2 | -20 | -3 | -2.6 | -3 | 3 | 4 | 8
CCOC(CNC(=O)CN1C(=O)COc2ccc(S(=O)(=O)N3CC(C)CC(C)C3)cc21)OCC (stereo not drawn) | -14 | -4 | 0 | 6 | -1.2 | -2 | -18 | 10 | 16
Cc1cc(C)c(NC(=O)C2CC(=O)N(c3ccc4c(c3)OCCO4)C2)c(C)c1 (stereo not drawn) | 22 | -1 | 12 | -2 | -5.1 | -1 | -10 | 5 | 9
CC(C)(C)OC(=O)N/N=C/c1ccc(N2CCOCC2)s1 | 3 | 0 | 9 | -4 | 2.2 | 1 | 11 | 19 | 27
CCOC(=O)c1c(C)nc2sc3c(=O)n(-c4ccc(OC)cc4)cnc3c2c1-c1ccc(OC)cc1 | 15 | -5 | 14 | 7 | -2.9 | 14 | -9 | 14 | 15
Cc1ccc(CN(C(=O)c2ccccc2C)C2CCS(=O)(=O)C2)o1 (stereo not drawn) | 27 | 6 | 5 | 3 | 2.8 | -2 | -11 | 1 | 0
CC(=O)NC(CC(=O)NNC(=O)c1cc2ccccc2cc1O)c1ccccc1 (stereo not drawn) | 22 | 30* | -9 | -14 | 0.5 | -8 | -102 | 9 | -6
CCOCCCn1c(=O)c(NC(=O)c2ccc(OCC)cc2)c2n(c1=S)CCCCC2 | -9 | 3 | 10 | 6 | -1.3 | 1 | 3 | 2 | 17
O=C(C1CCN(S(=O)(=O)c2cccs2)CC1)N1CCCC(C(F)(F)F)C1 (stereo not drawn) | 25 | -7 | -6 | -4 | -1.2 | 0 | 3 | -23 | 5
CC(C)(C)OC(=O)N1CCC[C@H]1C(=O)N/N=C/c1cccc2nccnc12 | -24 | 3 | 21 | -17 | -1.7 | 0 | -7 | 11 | -4
CCCCn1nnc(NC(=O)C(c2ccccc2)c2ccccc2)n1 | -11 | -2 | 14 | 7 | 0.2 | -2 | -7 | -8 | 15
CCOc1ccc(N2C(=O)CSC2c2ccncc2)cc1 (stereo not drawn) | -12 | 3 | -1 | -1 | 0.2 | -3 | 1 | 3 | 5
CCO[C@@H]1OC(C(=O)NC2CC2)=C[C@H](c2ccc(C(F)(F)F)cc2)[C@H]1CCCO | -23 | 6 | 7 | -7 | 0.8 | -2 | 12 | -5 | 6
COc1ccc(CCC(=O)NNC(=S)Nc2cccc(C(C)=O)c2)cc1 | -6 | -1 | 0 | -1 | -2.0 | -1 | 7 | 5 | 11
CCCc1cc(=O)oc2cc(OCC(=O)NCCCN3CCCC3=O)ccc12 | 20 | -1 | 9 | -8 | -0.1 | -3 | 16 | 9 | 4
O=C(NC1CCCCC1)c1nn2c(C(F)(F)F)cc(-c3ccco3)nc2c1Br | 7 | 3 | 6 | -11 | -1.9 | 4 | 8 | -8 | -8
Nc1nnc(CC(=O)N/N=C/c2cc([N+](=O)[O-])cc(Br)c2O)s1 | -9 | -4 | 9 | 26 | -2.0 | -3 | 22 | 10 | -6
C/C(=N\NC(=O)c1c(Br)c(C)nn1C)c1cccc(NC(=O)C2CCC2)c1 | 3 | -5 | -5 | -6 | 1.6 | 2 | 6 | 1 | 6
Cc1nc([N+](=O)[O-])c(C(=O)O)n1C | 19 | -2 | 11 | -16 | -0.7 | -4 | -3 | -2 | 1
CC1CN(S(=O)(=O)c2cccc(C(=O)N3CCC(C(N)=O)CC3)c2)CC(C)O1 (stereo not drawn) | 1 | -4 | -8 | 2 | 0.0 | 1 | 11 | -11 | 2
COc1ccc(CCNC(=O)c2cc(COc3c(C)cccc3C)on2)c(OC)c1 | -1 | 2 | -5 | 9 | 2.7 | -1 | -3 | 0 | -1
O=C(CCn1cnc2ccccc2c1=O)Nc1nc(-c2ccc(Br)cc2)cs1 | 49 | 23* | -17 | 0 | 1.3 | 2 | 6 | 7 | -9
COc1cc(/C=N/NC(=O)C(=O)NCc2cccnc2)cc(OC)c1OC | 14 | 1 | -11 | 1 | 1.1 | -2 | -2 | 5 | 10
O=C(Nc1nc(-c2cccnc2)cs1)c1ccccc1Cl | 7 | -1 | -12 | -11 | 1.1 | -2 | -2 | 4 | 4
CN(C)c1ccc(C=NCC2(O)CCOC(C)(C)C2)cc1 (stereo not drawn) | -5 | 1 | -7 | -6 | 0.7 | 0 | -4 | 16 | 0
CCN1C(=O)/C(=C\N2CCN(c3ccc(F)cc3)CC2)SC1=S | 4 | 2 | -18 | -7 | -0.1 | 1 | -1 | -11 | 10
COc1ccc(NC(=O)C2CCN(c3cnccn3)CC2)cc1Cl | -3 | -4 | 6 | 1 | 0.6 | -3 | -11 | 23 | 18
CCOC(=O)C(=O)N(Nc1ccc(C)cc1)c1ccc(C)cc1 | -26 | 3 | 34 | -4 | 3.1 | 2 | -2 | 27 | 50
O=C(Nc1ccccc1)N1CCn2c(nc3ccccc32)C1 | 11 | -1 | 27 | -5 | 1.1 | -1 | 0 | 19 | 19
COc1cccc(OCC(=O)Nc2c3c(nn2-c2ccccc2)CS(=O)(=O)C3)c1 | 1 | 9 | 7 | -4 | 0.6 | -3 | -17 | 0 | 6
COC(=O)c1ccc2c(c1)NC(=O)C(N(CC(C)C)CC(C)C)S2 (stereo not drawn) | -3 | -2 | 6 | -4 | 0.8 | -1 | 12 | 10 | -6
Cc1ccc(C23CC4CC(CC(C(=O)NC(C)C(=O)O)(C4)C2)C3)cc1 (stereo not drawn) | -4 | -3 | 6 | -14 | -1.1 | 1 | -7 | 31 | 28
COCCCNC(=O)CSc1nc2cc(S(=O)(=O)N3CCCCC3)ccc2o1 | 14 | -3 | 6 | 3 | 2.1 | 0 | 5 | 25 | 1
Cc1ccc(N(C(=O)c2ccco2)C2C=CS(=O)(=O)C2)cc1 (stereo not drawn) | 19 | -3 | 2 | 4 | 1.2 | -3 | 7 | 5 | 3
C=CCN(CC=C)S(=O)(=O)c1ccc(NC(=S)NC(=O)Cc2ccc(OC)cc2)cc1 | 20 | -3 | 15 | 16 | 2.4 | -1 | 30 | 25 | 19
CC(C)c1ccc(/C=C/C(=O)NNC(=O)c2cccnc2)cc1 | 10 | 0 | -5 | 0 | -0.7 | 1 | 9 | 4 | 10
O=c1c2ccccc2nc(SCc2nnc(-c3ccccc3)o2)n1-c1ccccc1 | -5 | -5 | -18 | 9 | -1.0 | 4 | -3 | 15 | 20
O=C(NCc1ccncc1)/C(=C/c1cccc([N+](=O)[O-])c1)NC(=O)c1ccccc1 | 2 | -1 | -18 | -7 | -0.3 | -4 | -1 | -14 | 7
COc1ccc(CNc2cc(C)cc(C)c2)cc1OC | 27 | -2 | -4 | nt | -2.0 | -4 | -9 | 1 | 9
COc1ccc2c(c1OC)C(=O)OC2Nc1nc(-c2cccc([N+](=O)[O-])c2)cs1 (stereo not drawn) | 7 | -2 | 7 | 3 | 0.4 | 2 | 20 | -3 | 14
CCCN(CCO)C1CCN(CCc2ccccc2)CC1 | 15 | -1 | -12 | -1 | 0.4 | -2 | 11 | -6 | -13
Cc1ccc2c(C)c(C(=O)N3CCCC(C(N)=O)C3)oc2c1C (stereo not drawn) | -26 | 0 | -9 | 0 | 3.6 | 1 | -44 | 18 | 5

Single records (already shown):
Entry for COc1cccc(OCC(=O)Nc2c3c(nn2-c2ccccc2)CS(=O)(=O)C3)c1 : Mdm2-MdmX inh = 1; APJ ag = 9; TIM10 inh = 7; CXCR6 block = -4; CHOP UPR activ = 0.6; UPR XBP1 act = -3; APJ antagonist = -17; tim10-1 inh = 0; tim23-1 inh = 6
Entry for Cc1ccc(N(C(=O)c2ccco2)C2C=CS(=O)(=O)C2)cc1 (stereo not drawn) : Mdm2-MdmX inh = 19; APJ ag = -3; TIM10 inh = 2; CXCR6 block = 4; CHOP UPR activ = 1.2; UPR XBP1 act = -3; APJ antagonist = 7; tim10-1 inh = 5; tim23-1 inh = 3
Entry for Cc1ccc(C23CC4CC(CC(C(=O)NC(C)C(=O)O)(C4)C2)C3)cc1 (stereo not drawn) : Mdm2-MdmX inh = -4; APJ ag = -3; TIM10 inh = 6; CXCR6 block = -14; CHOP UPR activ = -1.1; UPR XBP1 act = 1; APJ antagonist = -7; tim10-1 inh = 31; tim23-1 inh = 28
